# High-throughput results deposited in PubChem by several laboratories.
# M. tuberculosis GlmU: inhibition of mycobacterial GlmU enzyme – biochemical, glucosamine-1-phosphate acetyltransferase (AID 1376); M. tuberculosis GlmU acetyltransferase enzyme assay; higher % means a stronger effect; inhibition, %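 (tested at 30 µM in the primary screen)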; hits with a dose series show IC50 in µM; 220,000 tested, 0.25% active; in the data active = inhibition above about 13%; inconclusive = no clear call, values can overlap the other calls;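 note: 0% = complete reaction with vehicle and 100% = reaction without substrate; strong numbers were not always called active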
# RmlCD inh 1536: inhibitors of Mycobacterium tuberculosis RmlC and RmlD coupled enzymes. P9WH09+P9WH11. inhibition, % at 3.6 µM. 160,000 tested, 0.03% active. RmlC+RmlD coupled enzyme assay, percent inhibition; primary screen in compound mixtures; in the data active = inhibition mostly above about 34%, no sharp cut-off; inconclusive = no clear call, values can overlap the other calls; inactive = mostly below about 22%; note: some results filed as inactive read as strong as hits
# Target sequence (P9WH09 whole entry, looked up): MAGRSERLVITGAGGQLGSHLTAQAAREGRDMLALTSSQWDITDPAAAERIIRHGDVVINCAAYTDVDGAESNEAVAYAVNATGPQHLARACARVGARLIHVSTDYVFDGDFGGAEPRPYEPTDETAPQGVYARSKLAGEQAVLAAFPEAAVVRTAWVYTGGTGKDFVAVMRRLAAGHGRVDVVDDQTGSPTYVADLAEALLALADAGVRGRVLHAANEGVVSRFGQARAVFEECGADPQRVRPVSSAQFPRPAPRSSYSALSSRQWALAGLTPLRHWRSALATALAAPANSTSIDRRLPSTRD
# Target sequence (P9WH11 whole entry, looked up): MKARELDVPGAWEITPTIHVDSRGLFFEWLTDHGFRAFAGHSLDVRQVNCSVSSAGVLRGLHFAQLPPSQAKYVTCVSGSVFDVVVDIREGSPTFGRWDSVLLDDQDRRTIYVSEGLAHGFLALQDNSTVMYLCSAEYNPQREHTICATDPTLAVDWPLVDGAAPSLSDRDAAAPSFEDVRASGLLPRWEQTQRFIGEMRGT
# An asterisk follows results filed as active; ? = inconclusive; / = no result given.
SMILES,M. tuberculosis GlmU,RmlCD inh 1536
CCCCn1nnc(NC(=O)c2ccc([N+](=O)[O-])cc2Cl)n1,-1.5%,-6
CCc1sc(NC(C)=O)nc1-c1ccccc1,2.7%,-84
Cc1c(C(C)NC(=O)Nc2ccc(F)cc2F)cnn1C (stereo unspecified),4.6%,/
O=C(NC1CCCC1)c1ccc2nc[nH]c2c1,1.0%,/
CC1Cc2ccccc2N1C(=O)CSc1nnc(NC(=O)Cc2cccs2)s1 (stereo unspecified),1.7%,/
COc1cccc(C(c2nnnn2C(C)(C)C)N2CCN(C3CCCCC3)CC2)c1OC (stereo unspecified),-2.1%,/
CC(=O)Nc1c(C)cc(OCC(=O)O)cc1C,-0.3%,13
Oc1ccccc1-c1nc2ccccc2nc1-c1ccccc1,9.8%,22
O=C(O)CCC(=O)Nc1ccc(S(=O)(=O)Nc2nccs2)cc1,-3.1%,/
O=[N+]([O-])c1ccc(Nc2ccc3ccccc3c2)nc1,1.0%,12
Nc1ncc(Br)cc1Br,3.2%,6
CCc1nn(-c2ccccc2)c(N)c1C#N,8.9%,/
Cc1ccc(NC(=O)C(C)N2C(=O)c3ccccc3C2=O)cc1 (stereo unspecified),-0.4%,-4
Cc1csc(=N)n1CC(=O)N1CCc2ccccc21,0.9%,-4
CCCC1CCc2c(c3ccccc3[nH]c2=O)O1 (stereo unspecified),5.2%,13
O=C(NC(C(=O)c1ccccc1)N1CCCCCC1)c1ccco1 (stereo unspecified),-3.8%,8
CCOC(=O)c1cccc(NC(=O)/C(=C\c2ccccc2)NC(=O)c2ccccc2Cl)c1,-4.1%,13
CCn1cc(C(=O)NCc2ccco2)c(=O)c2cc(S(=O)(=O)N3CC(C)CC(C)C3)ccc21 (stereo unspecified),4.5%,-9
N#Cc1cn(CC(=O)N2CCc3ccccc3C2)c2ccccc12,-1.9%,/
Cn1nnnc1SCC(=O)NCc1cccs1,3.1%,/
O=C(Nc1ccccc1)Nc1ccccc1C(=O)NCC1CC1,6.9%,/
COc1ccc(CNC(=O)c2ccc3c(c2)NC(=O)C(C)S3)cc1 (stereo unspecified),2.7%,7
CC(/C=C/C=C/c1ccccc1)=N/NC(=O)c1ccc2c(c1)OCCO2,2.7%,8
Cc1ccc(NC(=O)N2CCN(C/C=C/c3ccccc3)CC2)cc1,-5.6%,1
O=C(CSc1nc2sc3c(c2c(=O)[nH]1)CCCC3)NCCO,-2.7%,-8
# The results go on.
SMILES,M. tuberculosis GlmU,RmlCD inh 1536
Cc1ccc(CN2CCNC(=O)C2CC(=O)N(C)CCc2ccccc2)cc1 (stereo unspecified),0.5%,8
CCOC(=O)COc1ccc(C(=O)c2ccccc2)c(O)c1,-3.3%,/
O=C(NCCNc1nccc(C(F)(F)F)n1)c1cccs1,-0.6%,7
COC(CN1C(=O)C(O)=C(C(C)=O)C1c1ccccn1)OC (stereo unspecified),-0.5%,7
CCOC(=O)C(NC(C)=O)(NC(C)C)C(F)(F)F (stereo unspecified),-0.3%,-37
Cc1nc2n(c(=O)c1CCN1CCC(c3noc4cc(F)ccc34)CC1)CCCC2,-4.9%,15
O=C(C1CCN(S(=O)(=O)c2cccnc2)CC1)N1CCCCC1,7.3%,-9
COc1ccccc1NC(=S)N(Cc1ccco1)Cc1cc2ccc(C)c(C)c2[nH]c1=O,4.8%,0
NC1=NC2(CCCCC2)N(c2ccc(F)cc2F)C(N)=N1,3.0%,5
Cc1ccc(S(=O)(=O)NC(=O)c2ccc(Br)o2)c(C)c1,1.5%,/
COc1ccccc1OCc1csc(N)n1,2.2%,2
N#Cc1c(C(F)(F)F)cc(C2CC2)nc1N1CCCC1,-9.3%,12
CCCc1cc(=O)[nH]c(SCC(=O)Nc2sc3c(c2C#N)CCC(C)C3)n1 (stereo unspecified),-0.5%,-8
CN1CCN(NC(=O)CSc2ccc(Cl)cc2Cl)CC1,-1.3%,-10
COc1ccc(S(=O)(=O)N2CCc3cc(OC)c(OC)cc3C2)cc1,4.2%,16
CCCCNC(=O)c1onc(CSc2cc(C)cc(C)c2)c1C(=O)O,1.1%,/
COC(=O)Cc1[nH]nc2c1C(c1ccc(O)c(OC)c1)C(C#N)=C(N)O2 (stereo unspecified),4.2%,/
N#C/C(=C\c1ccc(N2CCCCC2)o1)C(N)=O,1.2%,3
CN1C(=O)N(C)C(=O)C(CCc2ccccn2)(CCc2ccccn2)C1=O,1.7%,1
Cc1ccccc1CSCCNC(=O)CCSc1ccccc1,5.3%,5
COCCCn1c(C(C)C)nc2oc3cc(OC)ccc3c(=O)c2c1=O,-1.6%,-4
CC(C)Oc1ccc(N2CC(C(=O)Nc3ccc(N4CCOCC4)cc3)CC2=O)cc1 (stereo unspecified),-3.4%,/
O=C(c1n[nH]c2ccccc12)N1CCN(S(=O)(=O)c2ccc3ccccc3c2)CC1,/,15
CC(C)c1ccc(S(=O)(=O)/N=C2/C=C(Sc3ncn[nH]3)C(=O)c3ccccc32)cc1,11%,-15
c1ccc(-c2nnc(-c3c[nH]c4ccccc34)nc2-c2ccccc2)cc1,-0.5%,/
# More structures follow.
SMILES,M. tuberculosis GlmU,RmlCD inh 1536
CC(C)[N+]1(C)[C@@H]2CC[C@H]1CC(OC(=O)C(CO)c1ccccc1)C2 (stereo partly specified),2.6%,/
CCSc1nc2ccc(N3C(=O)C4C5C=CC(C5)C4C3=O)cc2s1 (stereo unspecified),2.4%,23
O=C(c1ccncc1)c1ccc(N2CCN(C3CC(=O)N(Cc4ccccc4)C3=O)CC2)cc1 (stereo unspecified),5.7%,/
Cc1ccc(-c2nc(CN(C)C3CCOC3)c(C)o2)s1 (stereo unspecified),-0.4%,/
O=C(CN1C(=O)NC2(CCCCCCC2)C1=O)NC(=O)NCc1ccco1,-2.9%,/
CCCN(CC(=O)Nc1ccc(OC)c(OC)c1)CC(=O)Nc1ccc(F)c(F)c1F,2.3%,-12
Cc1ccc(N=C2NC(=O)/C(=C/c3cccn3C)S2)cc1,6.6%,-5
CN1C(=O)CC(N2CCN(c3ccc(Cl)c(Cl)c3)CC2)C1=O (stereo unspecified),5.1%,/
CC(=O)Nc1ccc(NC(=O)COc2ncnc3ccccc23)cc1,4.3%,/
Nc1c(Cl)cc(NC(=O)c2ccccc2C(=O)O)cc1Br,-3.7%,4
CC(=O)c1ccc(NC(=O)CC2Nc3cccc4cccc(c34)NC2=O)cc1 (stereo unspecified),2.7%,-11
Cc1ccc(C)c(NC2=CC(=O)CC(C)(C)C2)c1C#N,-6.2%,/
CCOC(=O)CN1C(=O)C(Sc2n[nH]c(-c3ccccc3)n2)CCc2ccccc21 (stereo unspecified),-5.2%,/
C=CCn1c(C)cc(C(=O)CSc2nc3ccccc3o2)c1C,0.3%,61
CC1CCCCC1NC(=S)Nc1ccc(Cl)cc1Cl (stereo unspecified),0.4%,-9
Cc1[nH]c2ccccc2c1C(c1ccncc1)N1CCC(C)CC1 (stereo unspecified),0.4%,-10
Cc1cccc(NC(=O)C2CCN(S(=O)(=O)c3c(C)noc3/C=C/c3ccco3)CC2)n1,2.4%,26
CC(=O)CSc1ncnc2sc3c(c12)CCCC3,-8.8%,22
O=C(NC(Cc1c[nH]c2ccccc12)C(=O)O)/C(=C/c1ccc2c(c1)OCO2)NC(=O)c1ccccc1 (stereo unspecified),1.2%,-6
Fc1ccccc1OCCCCSc1ncccn1,1.2%,/
CC(=O)c1ccc(C#CC(C)(C)O)s1,3.0%,-5
C/C(=N\O)C(C)(C)Nc1ccc(F)cc1,0.5%,4
CN(C)/C(Cn1cncn1)=C1/N=C(c2ccccc2)OC1=O,-0.1%,/
CC1CCCN(Cc2csc(N)n2)C1 (stereo unspecified),5.9%,-6
CCn1ncc(C(=O)Nc2ccccc2C)c1C,0.0%,6

# Part of the list above, set out differently:
# Screens in order – M. tuberculosis GlmU	RmlCD inh 1536
Fc1ccccc1OCCCCSc1ncccn1
 : 1.2%	/
CC(=O)c1ccc(C#CC(C)(C)O)s1
 : 3.0%	-5
C/C(=N\O)C(C)(C)Nc1ccc(F)cc1
 : 0.5%	4
CN(C)/C(Cn1cncn1)=C1/N=C(c2ccccc2)OC1=O
 : -0.1%	/
CC1CCCN(Cc2csc(N)n2)C1 (stereo unspecified)
 : 5.9%	-6
CCn1ncc(C(=O)Nc2ccccc2C)c1C
 : 0.0%	6

# (continued)
SMILES,M. tuberculosis GlmU,RmlCD inh 1536
COCCN=C1Sc2nc3ccc(C)cc3cc2CN1Cc1cccs1,6.9%,/
CCOP(=O)(OCC)C(Nc1ccc(C(=O)O)cc1)c1ccccc1 (stereo unspecified),2.5%,-9
O=C(COc1ccc(Nc2ccccc2)cc1)OCC(=O)N1CCCCC1,5.5%,10
Cc1ccc(-c2cc(C(=O)NCc3ccc4c(c3)OCO4)no2)cc1,-4.0%,2
C=CCNC(=O)NC(=O)CSc1nc2cc([N+](=O)[O-])ccc2n1-c1cccc(C(F)(F)F)c1,2.9%,/
CCCOC(=O)C1C2C=CC3(CN(c4ccc(Cl)c(F)c4)C(=O)C13)O2 (stereo unspecified),0.5%,6
COc1ccc(-n2c(-c3ccccc3)cc3c2CCCC3=O)cc1,-0.9%,-4
O=C(NCc1ccco1)C(=O)c1cn(CC(=O)N2CCCCC2)c2ccccc12,/,2
COCC(C)NS(=O)(=O)c1ccc(OC)cc1 (stereo unspecified),3.5%,-9
CCOC(=O)c1cc(C)n(CCc2cnc[nH]2)c1C,2.5%,19
Cn1c(=O)c2ncn(CC(=O)NCCOc3ccc(C(C)(C)C)cc3)c2n(C)c1=O,-5.1%,/
Cc1oc(-c2ccccc2)cc1C(=O)Nc1cccc(/C=C/C(=O)O)c1,-1.9%,3
O=C(Nc1cccnc1)c1ccc(F)cc1,-1.1%,/
Cc1onc(-c2ccccc2)c1C(=O)Nc1nnc(-c2ccncc2)s1,4.1%,-11
Cc1cc(C(=O)OCC(=O)NC(C)c2ccccc2)c(C)o1 (stereo unspecified),3.3%,/
COc1ccccc1N1CCN(CCN2C(=O)CC3(CCCC3)CC2=O)CC1,5.3%,/
Cc1cc([N+](=O)[O-])ccc1NCc1ccco1,5.7%,4
Cc1cc(=O)c2ccc3ccccc3c2[nH]1,/,13
Cc1cccc(C)c1NC(=O)N1CCN(C2CCCCC2)CC1,-5.6%,/
Oc1ccc(N=Nc2n[nH]c(-c3ccccc3)n2)cc1,-4.5%,/
Cc1ccccc1Oc1ncnc2sccc12,5.0%,-4
CC12CCC(C(=O)N(c3ccccn3)c3ccccn3)(OC1=O)C2(C)C (stereo unspecified),-2.1%,/
Cc1cc(N(C)Cc2ccccc2)nc(-c2ccccc2)n1,3.3%,-2
CCn1c(COc2ccccc2C)nnc1SCC(=O)N1CCC(C)CC1,3.3%,/
Clc1ccc(CSc2nnc3ccccn23)c(Cl)c1,-6.0%,2
# Carrying on:
SMILES,M. tuberculosis GlmU,RmlCD inh 1536
CCOC(=O)c1sc(NC(=O)CSc2nnnn2-c2ccccc2)nc1C,4.7%,?
CCC(C)(C)c1ccc(Oc2ccc(NC(=O)COC(=O)C3=COCCO3)cc2)cc1,-3.3%,-3
O=C(NCc1cccnc1)c1nnc(Cc2ccc(F)cc2)o1,/,6
COc1ccc(C(=O)c2ccc(Cl)c([N+](=O)[O-])c2)cc1,-1.3%,-6
COc1ccccc1-n1cc(CN2CCN(C3CCCC3)C(CCO)C2)cn1 (stereo unspecified),0.3%,12
CN(NC(=O)c1ccc(Cl)cc1)c1nc(-c2ccccc2)nnc1C(F)(F)F,/,14
COc1ccc(O)c(C(c2c(C)[nH][nH]c2=O)c2c(C)[nH][nH]c2=O)c1,-4.1%,3
CCOCCCNC(=S)Nc1ccc(Br)cc1Cl,7.0%,29
Cc1nc(SCc2ccc(F)cc2)c([N+](=O)[O-])[nH]1,0.3%,/
O=C(CSCc1c(Cl)cccc1Cl)NCC1CCCO1 (stereo unspecified),2.0%,13
Cc1ccc(Cl)c(Nc2ccccc2C(=O)O)c1Cl,-1.8%,/
CCN1CCN(Cc2ccc(NC(=O)c3cc(NC(=O)c4cnnc5ccccc45)cc(OC)c3)cc2C(F)(F)F)CC1,-5.2%,/
CCOCCCNC(=O)Cn1cc2c(n1)CCCC2,-5.0%,-10
S=c1[nH]nc(C2(c3ccccc3)CCCC2)o1,1.3%,/
O=C(CN1CCN(c2ccc(F)cc2)CC1)N1CCOCC1,-0.5%,7
CSc1ccc(Cl)c(C(=O)OCC(=O)NCc2ccco2)c1,-0.9%,-4
CC1=C(C(=O)OC2CCCCCC2)C(c2ccc(C)o2)C2=C(CCCC2=O)N1 (stereo unspecified),/,-8
COc1cc(OC)c(C2=NOC(C(=O)N3CCCc4ccccc43)C2)cc1Cl (stereo unspecified),0.1%,6
C=C(C(=O)c1ccccc1)C(c1ccccc1)C(C)C(=O)c1ccccc1 (stereo unspecified),-2.5%,4
CN(Cc1ccccc1)C(=O)COC(=O)c1ccc(S(=O)(=O)N(C)C)cc1,0.7%,2
CN(Cc1ccccc1)C(=O)COC(=O)c1ccccc1NS(=O)(=O)c1cccc(N)c1,-4.0%,3
CC1=Nc2cc(Cl)ccc2Oc2ccccc21,-4.5%,0

# Whole records, quoted from the list. Screens in order: M. tuberculosis GlmU | RmlCD inh 1536
# `CC1CCCN(Cc2csc(N)n2)C1` (stereo unspecified) as listed: 5.9% | -6
# `O=[N+]([O-])c1ccc(Nc2ccc3ccccc3c2)nc1` as listed: 1.0% | 12
# `N#C/C(=C\c1ccc(N2CCCCC2)o1)C(N)=O` as listed: 1.2% | 3
# `COCCCn1c(C(C)C)nc2oc3cc(OC)ccc3c(=O)c2c1=O` as listed: -1.6% | -4

# A portion of the library. The share of hits here may be higher or lower than overall.
